HTT cytoprotect: cytoprotection in Huntington HTT-Q103 PC12 cell model | 230,000 tested, 0.14% active | PC12 HTT-Q103 induced, cytoprotection, ATP luminescence, 40 h | Potency, µM (top dose mostly 56.4 µM), for the others: cytoprotection (ATP increase), usual class: activators | AID 1471;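 also: % of control where 0% means no effect; nearly all actives have a fitted effect of over 45% in size; toxic huntingtin expression switched on by the ecdysone agonist tebufenozide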
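ATP quantification (ATPlite) reports survival of PC12 cells in which tebufenozide, 100 nM final, switches on Htt exon 1 with 103 glutamines linked to GFP; compounds are titrated.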
Tau fibril ThT: blocks human tau fibril formation measured by thioflavin T. P10636. recombinant tau K18 P301L, heparin-induced fibrillization, ThT fluorescence. Potency, µM (series often up to 57.4 µM), without a hit: at the top dose activity, negative = inhibition, most hits filed as inhibitors. 270,000 tested, 2.1% active; also: % is scaled to controls: 0 for no effect and ±100 for the full control effect; nearly all actives have a fitted effect of over 55% in size
Target sequence (P10636 561-689 P618L limits assumed): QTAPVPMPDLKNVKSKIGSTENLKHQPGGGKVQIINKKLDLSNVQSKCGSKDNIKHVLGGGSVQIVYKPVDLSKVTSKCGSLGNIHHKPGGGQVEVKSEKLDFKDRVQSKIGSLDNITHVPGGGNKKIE
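ThT emission at 510 nm, taken 1 hr after adding 30 uM dye, quantifies aggregates formed when 20 uM heparin acts on human tau K18 P301L for 6 hr at 37 C.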
GAA glycogen mod: alters human alpha-glucosidase cleavage of glycogen. P10253. recombinant GAA, glycogen substrate, Amplex Red glucose oxidase fluorescence. Potency, µM (doses to about 76.4 µM), for the others: at the highest dose activity change, negative = inhibition, actives largely listed as inhibitors. 300,000 tested, 0.38% active;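 also: 0% = full enzyme reaction and -100% = no-enzyme basal signal; the screen sought inhibitors and activators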
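Recombinant human alpha-glucosidase (4 nM final) hydrolysed bovine liver glycogen (30 ug) for 40 min at 37 C in pH 5.0 citrate/phosphate with 0.01% Tween-20. Released glucose detected by glucose oxidase/Amplex Red, Ex 573/Em 610 nm. Compounds up to 77 uM; AC50 from Hill fits.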
aGal spleen mod: inhibitors or activators of human alpha-galactosidase in spleen homogenate | P06280 | human spleen homogenate, 4MU-alpha-Gal fluorescence, 40 min | Potency, µM (doses to about 80 µM), for inactives: at the highest dose activity change, negative = inhibition, most hits filed as inhibitors | 240,000 tested, 0.008% active | AID 2107;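 also: 0% = enzyme with vehicle and -100% = no enzyme basal signal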
Target sequence (P06280 32-429 limits assumed): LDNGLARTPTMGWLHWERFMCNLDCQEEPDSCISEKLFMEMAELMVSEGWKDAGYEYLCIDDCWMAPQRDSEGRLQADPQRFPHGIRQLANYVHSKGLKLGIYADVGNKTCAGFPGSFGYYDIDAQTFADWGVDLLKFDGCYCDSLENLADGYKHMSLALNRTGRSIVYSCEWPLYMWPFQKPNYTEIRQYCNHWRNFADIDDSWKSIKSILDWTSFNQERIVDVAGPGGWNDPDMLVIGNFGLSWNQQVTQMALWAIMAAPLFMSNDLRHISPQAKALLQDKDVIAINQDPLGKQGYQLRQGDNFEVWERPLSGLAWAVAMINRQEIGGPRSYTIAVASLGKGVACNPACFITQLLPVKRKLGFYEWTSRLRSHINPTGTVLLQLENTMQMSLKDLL
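Spleen homogenate 1 ug + cpd (titration) + 4-MU-alpha-D-galactopyranoside 1 mM; 37C 40 min; 50 mM citrate/phosphate pH 5.0, 0.01% Tween-20; stop pH 10; fluorescence 365/440; AC50 via Hill.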
GAA inhib: inhibitors of human lysosomal alpha-glucosidase | P10253 | Potency, µM (doses to about 76.9 µM), for inactives: at the top dose activity change, negative = inhibition, most hits filed as inhibitors | AID 1466 | 200,000 tested, 0.005% active | purified human GAA, 4-MU-alpha-glucoside fluorescence;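 also: plate controls were uninhibited enzyme wells for no effect and no-enzyme background for full effect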
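Endpoint fluorogenic read: 20 min room-temperature reaction of 4 nM human alpha-glucosidase with 400 uM 4-methylumbelliferyl-alpha-D-pyranoside, pH 5.0, quenched with 1M NaOH/1M glycine pH 10. AC50 from Hill modeling.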
Tau FP inhib: tau fibrillization inhibition (FP); Potency, µM (series often up to 57.7 µM), inactives show at the top dose activity, negative = inhibition, most hits filed as inhibitors; 280,000 tested, 0.39% active; AID 1468; P10636; K18 P301L tau heparin fibrillization, Alexa594 FP, 6 h; also: % is scaled to controls: 0 for no effect and ±100 for the full control effect; nearly all actives have a fitted effect of over 55% in size
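FP of Alexa 594-tau after heparin (20 uM) induction. Substrate: human K18 P301L, 15 uM unlabeled, 0.24 uM labeled. Buffer 100 mM sodium acetate pH 7. 6 hr, 37 C.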
Tau fluor cs: counter-screen for tau fibril formation inhibitors; AID 1463; tau K18 P301L Alexa594 fluorescence, heparin fibrillization; Potency, µM (highest dose often 57.7 µM), inactives show at the top dose activity change, negative = decrease; 280,000 tested, 0.93% active; also: % is scaled to controls: 0 for no effect and ±100 for the full control effect; nearly all actives have a fitted effect of over 55% in size
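Human tau K18 P301L (15 uM unlabeled, 0.24 uM Alexa 594-labeled) in 100 mM sodium acetate pH 7 with 20 uM heparin, 6 hr at 37 C. ThT 30 uM added, 1 hr ambient; Alexa 594 FP and total fluorescence read at 555/632 nm.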
GAA spleen mod: inhibitors or activators of human alpha-glucosidase in spleen homogenate; 240,000 tested, 0.006% active; Potency, µM (titrated, usually from 79.9 µM), for inactives: at the highest dose activity change, negative = inhibition, hits mostly inhibitors; human spleen homogenate, 4-MU-alpha-glucoside fluorescence; P10253;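 also: 0% = enzyme with vehicle and -100% = no enzyme basal signal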
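Enzyme source: human spleen homogenate, 1 ug/well. Buffer 50 mM citric acid/K phosphate pH 5.0, 0.01% Tween-20. 4-MU-alpha-glucoside 1 mM; 37 C x 40 min; NaOH/glycine stop; fluorescence.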
* marks the source's active call; other numbers are inactive results; ? = inconclusive; · = no result given; & = joins results of further samples; [ ] = another dose, or the depositor's remark. Calls follow the shape of the dose curve; as a rule, active = well fitted curve in the direction sought with a large enough effect; inconclusive = small, poorly fitted or top-dose-only effect, or another doubt; inactive = no such curve, though single readings can be large; an effect the other way counts as inactive or inconclusive. Potency is read from the fitted curve at half-maximal effect. Some of the compounds tested; the hit share may differ from the screen's.

Value order: HTT cytoprotect, Tau fibril ThT, GAA glycogen mod, aGal spleen mod, GAA inhib, Tau FP inhib, Tau fluor cs, GAA spleen mod
CCOc1ccc(CN(CCc2ccc3c(c2)OCO3)Cc2cccc(Br)c2)cc1
 : ·, -9%, -15%[76.3 µM], ·, ·, -11%, -14%, ·
O[C@H]1CCCC[C@H]1N1CCC(c2ccccc2)CC1
 : 13%, -4%, ·, 0%, ·, -5%, -2%, -1%
CN1CCN(c2nccc3c2ncn3C)CC1
 : -15%, 4%, 1%, 3%, 7%, 5%, 7%, 0%
CN1CCN(c2ccc(C=O)cc2)CC1
 : 24%, 0%, 6%, 3%, 0%, 3%, -3%, -7%
O=C(c1cccn2c(=O)c3cc(Cl)ccc3nc12)N1CCC2(CC1)OCCO2
 : -34%, -3%, 10%, -11%, ?, -3%, -6%, -1%
CCOC(=O)C(NC(C)=O)C(OC(C)=O)c1cccc(N(CCCl)CCCl)c1 (centres undefined)
 : -24%[10 µM], 13%, -12%, 1%, 2%, 12%, 11%, -4%
CC1CN=C(Nc2ccc(N(C)C)cc2)S1 (centres undefined)
 : -18%, -11%, -11%, 7%, 3%, 6%, -7%, 3%
Cn1ccnc1P(=S)(c1nccn1C)N1CCOCC1
 : 3%, -3%, -3%, 1%, -4%, 2%, 8%, 6%
O=C(O)C1C2CCC(O2)C1C(=O)NC1CCCCC1 (centres undefined)
 : ·, -4%, -2%, 9%, 2%, 3%, 2%, 2%
COc1ccc(-n2cnc3cc(C(=O)N4CCC5(CC4)OCCO5)ccc32)cc1
 : -117%[inhibitor], -5%, 7%, 1%, -6%, -2%, -7%, -16%
CN(C)c1ccc(/C=C2\CC3C4CC=C5CC(O)CCC5(C)C4CCC3(C)C2=O)cc1 (centres undefined)
 : 7%[10 µM], ?, 13%, -1%, -7%, 5%, -5%, -1%
CC(C)CCn1c(N)c(C(=O)OCC2CCCO2)c2nc3ccccc3nc21 (centres undefined)
 : -10%, -15%, -4%, ?, ?, -3%, -22%, 19%
Cn1c(O)c(C=NCCCNC2CCCCC2)c(=O)n(C)c1=O
 : ?, -4%, 4%, 6%, 2%, -3%, 2%, -1%
O=NN1CCCC1c1cccnc1 (centres undefined)
 : -32%[inhibitor], 0%, ·, -15%, ·, -3%, 1%, 5%
CC(CO)(CO)N=Cc1c(O)n(-c2cccc3ccccc23)c(=O)[nH]c1=O
 : -5%, -1%, 6%, -1%, 8%, 1%, -5%, -4%
O=C(Cc1ccc(Cl)c(Cl)c1)N1CCCC[C@H]1CN1CCCC1
 : -16%, -16%, ·, -2%, ·, -9%, -14%, 9%
CCn1c(O)c(N=Nc2ccc(S(=O)(=O)N3CCOCC3)cc2)c(=O)n(CC)c1=S
 : 36%[10 µM], 8.9µM*, 1%, -5%, ·, -12%, -28%, -3%
CC(=NCc1ccc2c(c1)OCO2)c1c(O)n(C)c(=O)n(C)c1=O
 : -25%[10 µM], 3%, 2%, 1%, -1%, 0%, 11%, 5%
CCOc1cc(-c2nc3c(C)cccn3c2NCC2CCCO2)ccc1O (centres undefined)
 : -9%, -16%, 35µM*, 9%, -10%, 4%, -22%, -1%
CC(=O)c1ccc(OC(NC(=O)Cc2ccccc2)C(Cl)(Cl)Cl)cc1 (centres undefined)
 : 4%, -6%, 0%, 12%, -14%, -1%, -2%, -3%
COc1cc(CNC(=O)CCCC/C=C\C(C)C)ccc1O
 : -55%[inhibitor], -12%&-7%&-5%, ?, 0%, -15%[15.4 µM], 2%&-4%&4%, -16%&-16%&-8%, 2%
NCC(CC(=O)O)c1ccc(Cl)s1 (centres undefined)
 : 3%, -5%, ·, 3%, ·, 0%, -1%, -5%
CCC(CO)(C(=O)OC1C[N+]2(C)CCC1CC2)c1ccccc1 (centres undefined)
 : -47%[inhibitor], -9%, 0%, 2%, 0%, -3%, -6%, 8%
CC/C(=N\N1CCCCCC1)c1c(O)n(-c2ccccc2C)c(=O)[nH]c1=O
 : ·, -17%, 4%, 15%, -6%, 6%, -9%, 0%
CCc1cc2c(nc1CC)CCN(CC/C(C)=N/OC)C2
 : -1%[10 µM], -6%[11.5 µM], ·, -1%[17.5 µM], ·, ?, -7%[11.6 µM], -3%[17.4 µM]
CCOP(=O)(OCC)C(O)c1ccc(OC)cc1 (centres undefined)
 : 33%[10 µM], -6%, -12%, 6%, ·, -5%, -6%, 1%
CC(=O)CC(=O)C1C(=O)N(C)C(=O)N(C)C1=O
 : 7%[10 µM], ?, -8%, -3%, 5%, ?, -12%, -4%
COc1c(C)cc(Br)cc1C(=O)Nc1ccc(-c2nc3ncccc3o2)cc1
 : ·, ?, 10%[76.3 µM], ·, ·, -4%, -16%, ·
Cc1ccc2c(CN3CC=C(c4ccccc4)CC3)cc(=O)oc2c1C
 : -12%[10 µM], ?, ?, 0%, ?, -15%, -9%, 0%
COc1cccc(C(=O)N2CCC3(CC2)OCCO3)c1
 : 0%[10 µM], 0%, 2%, -4%, ·, 1%, 4%, 1%
CCC1(C(=O)c2ccc(C)cc2)C2c3ccccc3OC(=O)C21C(=O)O (centres undefined)
 : -2%[10 µM], -6%, -5%, -8%, ·, -6%, -4%, -9%
CCS(=O)CCSP(=O)(OC)OC (centres undefined)
 : ·, ?, ·, 5%, ·, -18%, -11%, -1%
Cn1c(O)c(C=Nc2ccc(Cl)cc2)c(=O)n(C)c1=O
 : 3%, -9%, 6%, 2%, -4%, -10%, -11%, 3%
O=C(c1cc(-c2cccnc2)nc2ccccc12)N1CCC2(CC1)OCCO2
 : -8%[0.074 µM], -4%, 10%, 5%, 4%, -9%, -2%, -6%
CCNC(=O)N1c2ccccc2Sc2ccccc21
 : -2%, 0%, -12%, 0%, ?, ?, 0%, -12%
CN(C)c1ccc(/C=C2\C(=O)NC(=O)N(Cc3ccc(F)cc3)C2=O)cc1
 : 18%[10 µM], ·, 1%, -1%, ·, -13%, -7%, 1%
O=C(Nc1cccc(C(F)(F)F)c1)Oc1ccccc1N1CCOCC1
 : 15%[10 µM], -8%, ?, 2%, ·, ?, -18%, 2%
O=c1[nH]c(O)c(N=Nc2ccc3c(c2)OCCO3)c(=O)[nH]1
 : -91%[inhibitor], 5.6µM*, -2%, 5%, -2%, 11%, -8%, -16%
Cc1sc2c(c1C)C(c1cccs1)=NCC(=O)N2CC(=O)NCc1cccs1
 : -18%[10 µM], -12%, 0%, -5%, -2%, -3%, -4%, -14%
CCC/C(=N\O)c1c[nH]c2ccccc12
 : 18%, -10%, 0%, -9%, 2%, 10%, -4%, -4%
O=Cc1c(C(=O)O)n(Cc2ccccc2Cl)c2ccccc12
 : 13%, -9%, -19%, 3%, -3%, -2%, -5%, 4%
COc1ccc(C2C(C#N)=C(N)Oc3c2c(=O)oc2ccccc32)cc1Cn1cc([N+](=O)[O-])cn1 (centres undefined)
 : -3%, -5%, 4%, 1%, -4%, -4%, -25%, -2%
C=CCn1c(O)c(C(CC)=NCCc2c[nH]c3ccccc23)c(=O)[nH]c1=O
 : 29%[10 µM], -15%, -2%, 2%, ·, 8%, -17%, 5%
CN(C(=O)Cc1ccc(Cl)c(Cl)c1)[C@H](CN1CCCC1)c1ccccc1
 : -53%&-56%[inhibitor], -9%&-12%, ·, -6%&2%, ·, -3%&-1%, 0%&-12%, 8%&0%
COc1cc2c(C(=O)N3CCN(C)CC3)c(C)n(C)c2cc1Br
 : -34%, -3%, 0%, -28%, -1%, 1%, -3%, -19%
CC1=C2C(=O)C3C(CC=C4CC(OC5OC(O)C(O)C(O)C5CO)CCC43C)C2CCC12OC1CC(C)CNC1C2C (centres undefined)
 : -2%[10 µM], ·, 5%, 1%, ·, -9%[2.34 µM], -41%[2.34 µM], -1%
Cc1cc(C(=O)CS(=O)(=O)c2ccccc2)cc(C)c1OC(=O)N(C)C
 : -6%[10 µM], 0%, -3%, 4%, 5%, 2%, 1%, 8%
Cc1ccc(N2C(=O)/C(=C/N3CCN(C(=O)c4ccco4)CC3)C(=O)NC2=S)cc1C
 : -18%, ?, -20%, 3%, 2%, -3%, -13%, 6%

In a second layout: ten of the compounds above
Structure	HTT cytoprotect	Tau fibril ThT	GAA glycogen mod	aGal spleen mod	GAA inhib	Tau FP inhib	Tau fluor cs	GAA spleen mod
CCOc1ccc(CN(CCc2ccc3c(c2)OCO3)Cc2cccc(Br)c2)cc1	·	-9%	-15%[76.3 µM]	·	·	-11%	-14%	·
O[C@H]1CCCC[C@H]1N1CCC(c2ccccc2)CC1	13%	-4%	·	0%	·	-5%	-2%	-1%
CN1CCN(c2nccc3c2ncn3C)CC1	-15%	4%	1%	3%	7%	5%	7%	0%
CN1CCN(c2ccc(C=O)cc2)CC1	24%	0%	6%	3%	0%	3%	-3%	-7%
O=C(c1cccn2c(=O)c3cc(Cl)ccc3nc12)N1CCC2(CC1)OCCO2	-34%	-3%	10%	-11%	?	-3%	-6%	-1%
CCOC(=O)C(NC(C)=O)C(OC(C)=O)c1cccc(N(CCCl)CCCl)c1 (centres undefined)	-24%[10 µM]	13%	-12%	1%	2%	12%	11%	-4%
CC1CN=C(Nc2ccc(N(C)C)cc2)S1 (centres undefined)	-18%	-11%	-11%	7%	3%	6%	-7%	3%
Cn1ccnc1P(=S)(c1nccn1C)N1CCOCC1	3%	-3%	-3%	1%	-4%	2%	8%	6%
O=C(O)C1C2CCC(O2)C1C(=O)NC1CCCCC1 (centres undefined)	·	-4%	-2%	9%	2%	3%	2%	2%
COc1ccc(-n2cnc3cc(C(=O)N4CCC5(CC4)OCCO5)ccc32)cc1	-117%[inhibitor]	-5%	7%	1%	-6%	-2%	-7%	-16%
